# ARNT-TACC3 inh: ARNT/TACC3 interaction disruption. Q9Y6A5. AlphaScreen His-ARNT PAS-B/GST-TACC3 binding, luminescence; TACC3 fragment carries E629A point mutation. inhibition, % at 9.99 µM. actives 0.66% (n = 390,000). AID 623870;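 active = mean inhibition of replicates at least 50% and at least half of replicates each reaching 50%; inconclusive = half or more replicates reach 50% but mean below 50%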;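 note: 0% = complete ARNT plus TACC3 wells and 100% = ARNT alone without TACC3; many hits fall short of the cut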
# DENV2 CPE rescue: DENV2-induced cell death inhibition. CPE inhibition, % at 9.99 µM. actives 1.7% (n = 350,000). DENV2-infected cells, cytopathic effect rescue, plate reader. AID 651640; in the data active = CPE inhibition above about 20%, passing the limit was not always enough; inconclusive = no clear call, values can overlap the other calls; tested in BHK-21 cells;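 note: 0% = median of neutral control wells and 100% = median of positive control wells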
# LGR2 antag: blocks bursicon-induced cAMP signaling via Drosophila LGR2; HEK293 LGR2, CRE-luciferase, bursicon-stimulated, 4 h; inhibition, % at 9.99 µM; actives 0.35% (n = 380,000);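 active = drop in luminescence signal, shown as inhibition above about 50% in the replicate tests, limit read from the data, passing the limit was not always enough; inconclusive = probably only some replicates passing the limit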;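 note: agonist challenge used bursicon conditioned medium at about half maximal strength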
# CASP6 VEID inh: caspase-6 (human) enzyme inhibition; purified caspase-6, Z-VEID-R110 cleavage fluorescence; AID 686996; P55212; inhibition, % at 12.5 µM; actives 0.53% (n = 350,000);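 active = mean inhibition across replicates at least about 35%, with every replicate also reaching that limit, limit read from the data; inconclusive = only one of the two criteria met; inactive = neither criterion met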;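 note: 0% = median of neutral control wells and 100% = no fluorescence left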
# Target sequence (P55212 24-179 limits assumed): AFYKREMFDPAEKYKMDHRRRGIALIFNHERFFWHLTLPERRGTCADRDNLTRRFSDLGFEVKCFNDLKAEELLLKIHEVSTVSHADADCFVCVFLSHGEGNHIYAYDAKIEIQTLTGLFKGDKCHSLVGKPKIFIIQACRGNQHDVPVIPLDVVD
# Target sequence (P55212 194-293 limits assumed): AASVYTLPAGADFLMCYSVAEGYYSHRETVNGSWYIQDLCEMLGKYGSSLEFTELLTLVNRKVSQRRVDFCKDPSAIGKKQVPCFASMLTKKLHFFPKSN
# EWS-Fli block: EWS/Fli transcriptional activity inhibition; actives 0.67% (n = 350,000); AID 651661; inhibition, % at 12.6 µM; A673 NR0B1-luciferase reporter, viability-normalised;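 active = mean inhibition of at least 50% after viability correction, with every replicate also passing that limit; inconclusive = mean reaches 50% but only one of two replicates passes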;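 note: firefly luciferase signal divided by Alamar Blue viability fluorescence both relative to DMSO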
# SIRT5 inh: inhibitors of human sirtuin-5 desuccinylase | Q9NXA8 | Purified SirT5, succinyl-peptide AMC, trypsin-coupled fluorescence | inhibition, % at 15 µM | actives 1.1% (n = 330,000) | AID 652115; in the data active = inhibition above about 15%; inconclusive = no clear call, values can overlap the other calls
# Target sequence (Q9NXA8 whole entry, looked up): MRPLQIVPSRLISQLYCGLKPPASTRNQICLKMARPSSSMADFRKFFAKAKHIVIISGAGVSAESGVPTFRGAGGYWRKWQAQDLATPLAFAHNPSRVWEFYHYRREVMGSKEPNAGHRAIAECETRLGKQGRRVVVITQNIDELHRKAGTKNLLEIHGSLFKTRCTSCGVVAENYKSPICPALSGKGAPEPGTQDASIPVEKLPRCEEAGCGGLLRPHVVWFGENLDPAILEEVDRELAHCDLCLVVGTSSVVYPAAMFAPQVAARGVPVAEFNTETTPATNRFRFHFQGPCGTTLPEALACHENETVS
# PAX8 inh HTS: inhibitors of PAX8 transcriptional activity in RMG-I cells; RMG-I TPO-luciferase reporter, SteadyGlo, 24 h; inhibition, % at 12.6 µM; actives 1.2% (n = 360,000);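 active = mean replicate inhibition at least 60% with every replicate also reaching 60%; inconclusive = only one of the two criteria is met; inactive = mean below 60% and not all replicates reaching 60%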;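 note: luciferase light reporting Pax8 driven TPO promoter activity; plate controls were median of neutral control wells for no effect and mitoxantrone controls for full effect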
# * marks the source's active call; other numbers are inactive results; ? = inconclusive; · = not tested or not shown.
SMILES,ARNT-TACC3 inh,DENV2 CPE rescue,LGR2 antag,CASP6 VEID inh,EWS-Fli block,SIRT5 inh,PAX8 inh HTS
O=C(Cn1c(=O)oc2ccccc21)Nc1nnc(N2CCCCCC2)s1,-18,-2,·,-4,1,-1,4
O=C(C1CCCCC1)N1C[C@@H]2[C@H](c3ccccc31)[C@@H](CO)N2C(=O)c1ccccc1F,10,10,-7,-5,-2,-1,8
Cc1ccc(S(=O)(=O)Nc2cccc3c2O[C@@H](CN(C)C(=O)Nc2ccc(C(F)(F)F)cc2)[C@@H](C)CN([C@H](C)CO)C3=O)cc1,-31,5,2,-2,0,11,104*
Cc1ccc(S(=O)(=O)Nc2ccc3c(c2)CC(=O)N([C@H](C)CO)C[C@H](C)[C@@H](CN(C)Cc2ccccc2)O3)cc1,1,?,4,3,3,-4,28
COc1ccccc1C(CNC(=O)C(CCSC)NS(=O)(=O)c1ccccc1F)N1CCCC1 (centres undefined),0,2,6,-5,3,3,·
N#CCC(=O)N/N=C/c1cn(Cc2cccc3ccccc23)c2ccccc12,-8,11,-10,0,53*,-1,26
COc1cccc(C(c2cccc(OC)c2)c2ccccc2C(=O)O)c1,-1,7,-8,-1,9,-2,-1
Cc1ccccc1OCC(=O)OC(C(=O)c1ccccc1)c1ccccc1 (centres undefined),-6,0,·,0,3,2,-1
COc1ccc2c(c1)OC(O)(C(F)(F)F)CC2=O (centres undefined),-2,·,7,2,·,-3,·
Cc1ccc(C(=O)Nc2ccc(C(=O)O)cc2)cc1S(=O)(=O)Nc1cccc([N+](=O)[O-])c1,4,3,1,10,22,12,16
CCOc1ccccc1CN1CCNC(=O)C1CC(=O)NC1CCCCCCC1 (centres undefined),-23,4,12,3,·,8,17
O=C(CSCc1c(F)cccc1Cl)Nc1cccnc1,-4,1,3,2,-3,-2,12
C[C@H](CO)N1C[C@H](C)[C@H](CN(C)S(=O)(=O)c2ccccc2F)OCc2ccccc2-c2ccccc2C1=O,22,5,3,0,1,-4,16
CC(=O)N1N=C(c2cccs2)CC1c1ccco1 (centres undefined),·,-11,13,3,-50,0,-2
C=CCn1c(-c2sccc2C)n[nH]c1=S,-2,0,8,-1,3,6,-31
O=C(C1CCC1)N1C[C@H]2[C@@H](c3ccccc31)[C@@H](CO)N2C(=O)c1ccccc1F,-6,4,6,-1,1,-2,5
CSc1ccc(NC(=O)Nc2cccn(Cc3ccccc3)c2=O)cc1,-2,-1,11,1,-8,-7,4
Cc1ccc(-c2csc(C(C)(O)c3cccc(F)c3)n2)cc1C (centres undefined),·,10,8,4,-1,-6,16
C[C@@H]1CN([C@H](C)CO)S(=O)(=O)c2ccc(/C=C/c3ccccc3)cc2O[C@@H]1CN(C)C(=O)Nc1cccc(F)c1,-7,-3,16,-1,16,-4,11
C[C@H](CO)N1C[C@H](C)[C@@H](CN(C)C(=O)C2CC2)Oc2ncc(-c3cccc(C#N)c3)cc2C1=O,-9,-9,2,-2,-17,-2,·
CCN(CC(=O)Nc1ccc(NC(C)=O)cc1)CC(=O)Nc1cccc(Cl)c1,39,2,0,-1,-2,-3,-6
C[C@H]1CN([C@@H](C)CO)C(=O)c2cc(NS(=O)(=O)c3ccc(Cl)cc3)ccc2O[C@H]1CN(C)Cc1ccc(Oc2ccccc2)cc1,2,-10,6,2,4,0,·
Cc1ccc(C)c(NC(=O)/C(C#N)=C/c2cn(CC(=O)NCc3ccco3)c3ccccc23)c1,0,6,10,-8,14,-9,20
Cc1ccccc1NC(=O)Cc1nc(COC(=O)CCC(=O)c2ccccc2)cs1,6,4,-1,3,-2,0,-3
O=C(c1ccccn1)N1CC(=O)N2[C@H](CO)[C@@H](c3ccc(C#CC4CCCC4)cc3)[C@H]2C1,·,-6,-4,4,-6,-2,-12
COCCNC(=O)c1ccc(-c2csc(C)n2)cc1,2,-7,-21,2,-91,-4,-49
O=C(Nc1ccccc1C(=O)N1CCOCC1)c1ccc([N+](=O)[O-])cc1,1,-8,19,1,0,0,0
O=C(Cn1nnc2ccccc2c1=O)NCCc1ccc(Cl)cc1Cl,·,1,3,1,5,-5,7
COc1cc(/C=N/NC(=O)C(Cc2c[nH]c3ccccc23)NC(=O)OCc2ccccc2)cc([N+](=O)[O-])c1O (centres undefined),28,·,30,·,·,·,9
COC(=O)c1c(NC(=O)CN2C(=O)NC(CCc3ccccc3)C2=O)sc2c1CCCCC2 (centres undefined),-1,·,2,·,·,·,-13
Cc1cn(C2CCCCO2)c(=O)nc1NO (centres undefined),4,6,-7,-1,2,0,-28
CO[C@@H]1CN(C)C(=O)c2ccc(NC(=O)C3CCCC3)cc2OC[C@H](C)N(S(C)(=O)=O)C[C@H]1C,-3,0,0,0,1,2,·
O=C(C[C@@H]1CC[C@@H](NC(=O)Nc2cc(F)ccc2F)[C@@H](CO)O1)Nc1ccccc1,-9,-3,3,-2,-2,3,·
CC(=O)N1CC2(C1)[C@@H](c1ccc(-c3cccc(F)c3)cc1)[C@@H](CO)N2CC1CC1,·,4,-3,-3,0,2,·
CCC(OC(=O)c1cc2sccc2n1C)C(=O)NCc1ccco1 (centres undefined),0,3,-1,7,4,4,·
C[C@]12C(=O)N(c3ccc(F)cc3)C(=O)N1[C@@H]1c3ccccc3OC[C@@H]1[C@H]2c1ccccc1,0,-15,-1,0,2,·,-5
C[C@H]1C=C(C(=O)NCc2ccccc2)O[C@@H](OCc2ccc(CO)cc2)C1,5,-6,0,-1,5,·,-42
CSc1cccc(NC(=O)c2sc3nc4n(c(=O)c3c2C)CCC4)c1,-2,10,-80,3,-126,4,-118
COc1ccc(NC(=O)Nc2ccc3c(c2)C(=O)N([C@H](C)CO)C[C@H](C)[C@H](CN(C)C(=O)NC2CCCCC2)O3)cc1,-10,-1,-6,4,-14,-3,20
C[C@@H]1CN([C@@H](C)CO)C(=O)c2cc(C#CC3(O)CCCC3)cnc2O[C@@H]1CN(C)Cc1cccnc1,-7,-2,-15,-1,1,6,·
Nc1cc(-c2ccccc2)n2c(n1)nc1ccccc12,-1,-3,10,0,-3,-4,10
O=c1oc(-c2cccs2)nc2sc3c(c12)CCC3,-3,·,-16,0,·,·,·
O=C(N[C@H]1CC[C@@H](CCn2cc(C3(O)CCCC3)nn2)O[C@H]1CO)c1ccccc1F,-27,1,3,1,4,-1,9
CN(Cc1ccccc1)C(=O)COC(=O)c1ccc[nH]c1=O,-5,2,1,1,2,·,-28
CC1(c2ccc3ccccc3c2)NC(=O)N(CC(=O)Nc2cccc(S(=O)(=O)N3CCOCC3)c2)C1=O (centres undefined),-9,2,9,-2,5,2,17
O=C(c1ccc(Br)cc1)c1cn[nH]c1-c1ccccc1O,-2,-7,-16,2,-9,-1,6
N#C[C@@H]1[C@@H](c2ccc(C#Cc3ccc(F)cc3)cc2)[C@H](CO)N1C(=O)C1CCCC1,3,23*,-14,1,5,4,34
Cc1noc(C)c1NC(=O)Nc1ccc2c(c1)C(=O)N([C@H](C)CO)C[C@@H](C)[C@@H](CN(C)Cc1ccncc1)OCCCC[C@H](C)O2,2,2,10,4,-10,-1,11
Cc1ccc(S(=O)(=O)N2CCC[C@H]2C(=O)OCC(=O)Nc2ccc3c(c2)OCO3)cc1,5,2,9,2,-3,-1,8
CNc1ccc(Oc2c(F)c(F)nc(F)c2F)cc1,-8,-5,1,-1,7,-3,1
COC(=O)NC1c2ccccc2Oc2ccccc21,-5,3,13,-3,7,-25,13
CC1CCC2(CC1)NC(=O)N(CC(=O)Nc1cccc(S(=O)(=O)N(C)c3ccccc3)c1)C2=O (centres undefined),·,6,·,2,-7,3,14
Cc1cccc(S(=O)(=O)N2CC[C@@H]3[C@H](CO)N(C)c4ccc(C#Cc5ccc(F)cc5)cc4[C@@H]32)c1,48*,-10,·,·,19,·,91*
C[C@@H]1CN([C@H](C)CO)C(=O)Cc2cc(NC(=O)Nc3ccc4c(c3)OCO4)ccc2O[C@H]1CN(C)Cc1ccc(Oc2ccccc2)cc1,-1,·,6,-2,5,1,·
CC(=O)N1[C@@H]2c3ccc(/C=C/c4ccccc4)c(=O)n3C[C@H]1[C@H](CO)[C@H]2C(=O)N(C)C,-6,-3,-1,3,-8,-99,·
COCC(=O)Nc1ccc2c(c1)[C@H]1C[C@@H](CC(=O)NCCN3CCCCC3)O[C@H](CO)[C@H]1O2,·,5,16,-1,0,1,11
COc1ccc(C(C)=O)cc1COC(=O)CSCC(=O)Nc1ccc(C)cc1,-4,2,8,-2,2,0,-14
COc1cc(NC(=O)CN2CCN(c3ccccc3)CC2)c(C)cc1[N+](=O)[O-],-3,·,11,·,·,·,11
Cc1nn(C)c(C)c1Sc1ccccc1N,10,-10,-8,-1,8,2,-9
CCOC(=O)N1CCN(C(=O)C[C@@H]2C[C@@]3(C(=O)OCC)CCC=C3N(Cc3ccc(Cl)cc3Cl)C2=O)CC1,·,-8,10,4,5,-7,12

# Ordered by value in SIRT5 inh (descending): some entries from above
Compound	SIRT5 inh
Cc1nn(C)c(C)c1Sc1ccccc1N	2
C[C@@H]1CN([C@H](C)CO)C(=O)Cc2cc(NC(=O)Nc3ccc4c(c3)OCO4)ccc2O[C@H]1CN(C)Cc1ccc(Oc2ccccc2)cc1	1
CC(=O)N1[C@@H]2c3ccc(/C=C/c4ccccc4)c(=O)n3C[C@H]1[C@H](CO)[C@H]2C(=O)N(C)C	-99

# (next part)
SMILES,ARNT-TACC3 inh,DENV2 CPE rescue,LGR2 antag,CASP6 VEID inh,EWS-Fli block,SIRT5 inh,PAX8 inh HTS
C[C@@H]1CCCCO[C@@H](CN(C)C)[C@H](C)CN([C@@H](C)CO)C(=O)c2cc(NC(=O)c3ccccc3)ccc2O1,-2,?,-10,1,-3,2,-9
COc1ccccc1C(=O)Nc1cccc2cccnc12,7,-4,-4,1,-42,-4,-77
O=C(COC(=O)/C=C/c1cccs1)NC1CCCCC1,4,-1,-4,1,5,-1,-17
COc1ccc(-c2cn(CC[C@H]3CC[C@H](NC(=O)NC(C)C)[C@H](CO)O3)nn2)cc1,-17,-4,-10,0,2,-2,9
COc1ccc(CN2CCc3c([nH]c4ccccc34)C2)c(OC)c1C,3,-5,3,-3,16,-1,28

# Structures from the list above with an aryl methoxy group (10):
SMILES,ARNT-TACC3 inh,DENV2 CPE rescue,LGR2 antag,CASP6 VEID inh,EWS-Fli block,SIRT5 inh,PAX8 inh HTS
COc1ccccc1C(CNC(=O)C(CCSC)NS(=O)(=O)c1ccccc1F)N1CCCC1 (centres undefined),0,2,6,-5,3,3,·
COc1cccc(C(c2cccc(OC)c2)c2ccccc2C(=O)O)c1,-1,7,-8,-1,9,-2,-1
COc1ccc2c(c1)OC(O)(C(F)(F)F)CC2=O (centres undefined),-2,·,7,2,·,-3,·
COc1cc(/C=N/NC(=O)C(Cc2c[nH]c3ccccc23)NC(=O)OCc2ccccc2)cc([N+](=O)[O-])c1O (centres undefined),28,·,30,·,·,·,9
COc1ccc(NC(=O)Nc2ccc3c(c2)C(=O)N([C@H](C)CO)C[C@H](C)[C@H](CN(C)C(=O)NC2CCCCC2)O3)cc1,-10,-1,-6,4,-14,-3,20
COc1ccc(C(C)=O)cc1COC(=O)CSCC(=O)Nc1ccc(C)cc1,-4,2,8,-2,2,0,-14
COc1cc(NC(=O)CN2CCN(c3ccccc3)CC2)c(C)cc1[N+](=O)[O-],-3,·,11,·,·,·,11
COc1ccccc1C(=O)Nc1cccc2cccnc12,7,-4,-4,1,-42,-4,-77
COc1ccc(-c2cn(CC[C@H]3CC[C@H](NC(=O)NC(C)C)[C@H](CO)O3)nn2)cc1,-17,-4,-10,0,2,-2,9
COc1ccc(CN2CCc3c([nH]c4ccccc34)C2)c(OC)c1C,3,-5,3,-3,16,-1,28
